# USP10 inh: human USP10 deubiquitinase inhibition | Q14694 | purified USP10, Ub-rhodamine fluorescence, 60 min | inhibition, % at 20 µM | 47,000 tested, 1.1% active | AID 1645856
# USP17 block: human USP17-like deubiquitinase inhibition. inhibition, % at 50 µM. purified USP17, Ub-rhodamine cleavage fluorescence, 3 h. A8MUK1. 47,000 tested, 6.5% active
# USP7 inh: human USP7 deubiquitinase inhibition; Q93009; purified USP7, Ub-rhodamine cleavage fluorescence; inhibition, % at 20 µM; 47,000 tested, 0.3% active; AID 1645854
# UCHL1 inh: inhibitors of human UCHL1 deubiquitinase. inhibition, % at 20 µM. 47,000 tested, 0.2% active. AID 1645859. purified UCHL1, Ub-rhodamine cleavage fluorescence. P09936
# USP28 inh: inhibitors of human USP28 deubiquitinase | 47,000 tested, 3% active | purified USP28, Ub-rhodamine cleavage fluorescence, 30 min | inhibition, % at 25 µM | Q96RU2
# USP8 block: blocks human USP8 ubiquitin-rhodamine cleavage; P40818; purified USP8, Ub-rhodamine cleavage fluorescence, 30 min; inhibition, % at 20 µM; 47,000 tested, 4.2% active; AID 1645853
# Target sequence (P40818 whole entry, looked up): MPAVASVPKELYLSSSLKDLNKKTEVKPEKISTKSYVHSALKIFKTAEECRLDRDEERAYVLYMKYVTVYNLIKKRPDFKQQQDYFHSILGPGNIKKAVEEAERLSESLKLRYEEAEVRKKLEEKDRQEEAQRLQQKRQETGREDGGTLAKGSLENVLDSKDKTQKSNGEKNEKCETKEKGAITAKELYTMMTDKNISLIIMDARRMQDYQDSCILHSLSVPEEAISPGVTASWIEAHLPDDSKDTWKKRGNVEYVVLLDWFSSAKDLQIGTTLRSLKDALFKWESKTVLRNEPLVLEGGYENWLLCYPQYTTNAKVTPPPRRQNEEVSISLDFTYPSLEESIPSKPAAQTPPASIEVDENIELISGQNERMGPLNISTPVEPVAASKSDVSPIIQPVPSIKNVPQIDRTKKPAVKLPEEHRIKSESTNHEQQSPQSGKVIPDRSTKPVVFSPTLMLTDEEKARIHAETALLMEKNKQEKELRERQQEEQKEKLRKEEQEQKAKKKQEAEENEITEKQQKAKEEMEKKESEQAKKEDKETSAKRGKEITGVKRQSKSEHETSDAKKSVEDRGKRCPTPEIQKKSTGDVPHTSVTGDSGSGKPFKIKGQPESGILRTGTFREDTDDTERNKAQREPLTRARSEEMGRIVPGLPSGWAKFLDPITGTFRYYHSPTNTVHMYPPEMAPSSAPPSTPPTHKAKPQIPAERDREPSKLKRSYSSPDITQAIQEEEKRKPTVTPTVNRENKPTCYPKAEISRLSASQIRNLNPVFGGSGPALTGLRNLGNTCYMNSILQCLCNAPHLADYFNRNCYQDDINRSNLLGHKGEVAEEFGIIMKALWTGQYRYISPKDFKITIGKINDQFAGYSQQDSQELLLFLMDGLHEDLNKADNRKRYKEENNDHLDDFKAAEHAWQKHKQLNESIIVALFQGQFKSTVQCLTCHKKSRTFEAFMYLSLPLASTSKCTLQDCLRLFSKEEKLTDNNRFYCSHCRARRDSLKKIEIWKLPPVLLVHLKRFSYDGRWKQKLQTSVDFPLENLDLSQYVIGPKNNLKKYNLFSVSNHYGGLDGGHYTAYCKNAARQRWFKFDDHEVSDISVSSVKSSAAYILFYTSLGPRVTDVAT
# USP30 block: blocks human USP30 ubiquitin-rhodamine cleavage. Q70CQ3. purified USP30, Ub-rhodamine cleavage fluorescence. inhibition, % at 25 µM. 47,000 tested, 5.3% active. AID 1645860
# OTUD3 inh: inhibitors of human OTUD3 deubiquitinase; purified OTUD3, Ub-rhodamine fluorescence, 2 h; inhibition, % at 25 µM; Q5T2D3; 47,000 tested, 0.7% active; AID 1645858
# The depositor's hits bear a star; i = inactive; . = no result given. Cut-off read from the data, not from the text of the source: active = inhibition above about 30%; inactive = the rest.
USP28 inh	USP7 inh	UCHL1 inh	USP17 block	USP30 block	OTUD3 inh	USP8 block	USP10 inh	smiles
96*	.	8	86*	90*	14	96*	44*	COC(=O)c1ccc(NC(=O)/C=C/c2ccc(F)cc2)cc1
5	-3	0	0	0	4	9	-2	Cc1ccc(NC(=O)CCS(=O)(=O)c2ccc3c(c2)CC(=O)N3C)cc1F
-10	-2	-3	-5	-55	-16	3	-8	CNC1CCc2cc(OC)c(OC)c(OC)c2-c2ccc(NCCc3ccccc3)c(=O)cc21 (stereo not drawn)
-16	-2	0	9	-35	-2	-4	-1	Cc1cc(F)ccc1NC(=O)c1cnc(N2CCCCC2)nc1C
-5	-2	1	2	6	-15	-3	-1	Cc1ccc(C(C)C(=O)N2CCC(c3nn(CCN)c4ncccc34)C2)cc1 (stereo not drawn)
-2	-3	0	0	-3	2	0	-5	N#Cc1cccc(C(=O)N2CCCSc3ccccc32)c1
-15	-3	-3	-12	-29	-10	-44	-4	Cc1ccc(N2CC(=O)N(c3ccc(C)c(Cl)c3)CC2=O)cc1Cl
-21	-8	-6	-23	-67	-12	-38	-7	O=C(NCC1CCCCC1)c1cnn(-c2ccccc2F)c1C(F)(F)F
10	4	0	11	18	7	-2	5	COCCCNC(=O)c1nc2c(nnn2Cc2cc(C)ccc2C)c(=O)[nH]1
10	1	2	16	18	0	4	2	COc1cc(NC(=O)NC2CCN(c3ccccc3)C2=O)cc(OC)c1 (stereo not drawn)
6	6	3	17	17	18	5	3	Cc1cc(C)cc(NC(=O)Nc2ccc3ccccc3n2)c1
-8	-4	0	0	-12	-15	0	0	Cc1ccnn1CCC(=O)N1C[C@@H](c2cc(F)cc(F)c2)[C@@]2(CCCCC(=O)N2)C1
-3	-9	-1	-1	-5	-9	-14	-1	O=C(c1[nH]nc2c1CCc1ccccc1-2)N1CCN(c2ncccn2)CC1
3	2	0	0	6	1	9	-2	O=C(C1CCC1)N1CCc2cc(S(=O)(=O)NCCCN3CCN(c4cccc(Cl)c4)CC3)ccc21
6	2	1	0	7	14	-21	0	Cc1ccc(C(=O)N2CC(C(=O)NCCc3ccncc3)C3(CCOCC3)C2)cc1 (stereo not drawn)
17	4	-1	12	20	11	8	1	NC(=O)C[C@@H](NC(=O)[C@@H]1CCCN1C(=O)[C@H](Cc1ccccc1)n1c(=O)[nH]c2ccccc2c1=O)C(=O)O
54*	-4	-2	-13	7	-6	-13	-2	O=C(C1CCCN(S(=O)(=O)N2CCCCCC2)C1)N1CCN(c2ccccc2)CC1 (stereo not drawn)
5	4	-3	-3	-1	1	-9	3	O=C(CSc1nncc2ccccc12)Nc1ccc(F)cc1F
0	0	1	-1	-6	3	4	-1	Cc1cccc(Nc2nccnc2C2CCCN2C(=O)c2ccncn2)n1 (stereo not drawn)
-10	0	0	-8	2	-11	0	2	C=C(C)[C@@H]1CC[C@@H](C)C2=C(C1)[C@](C)(O)CC2=O
5	-9	-10	-6	-79	-12	-70	-11	CCOc1ccc(NC(=O)CSCc2nc3sc4c(c3c(=O)[nH]2)CCCC4)cc1
0	2	2	-4	4	7	-27	1	Nc1c2c(nn1-c1ccc(C(=O)O)cc1)CNC2
-4	2	-1	-22	-11	0	-126	1	Cc1cccc(CO[C@H]2CN(Cc3cc(C)on3)[C@@H]3CCCO[C@H]23)n1
5	-1	-1	2	-11	6	-5	0	Cn1nccc1C(=O)N1CCC2(CC1)Nc1cccnc1-n1cccc12
2	4	3	-15	15	19	5	0	O=C(c1ccc2c(c1)ncn2-c1cccc(F)c1)N1CCOCC1

# Reprinted at random: five compounds from above
USP28 inh	USP7 inh	UCHL1 inh	USP17 block	USP30 block	OTUD3 inh	USP8 block	USP10 inh	smiles
3	2	0	0	6	1	9	-2	O=C(C1CCC1)N1CCc2cc(S(=O)(=O)NCCCN3CCN(c4cccc(Cl)c4)CC3)ccc21
-21	-8	-6	-23	-67	-12	-38	-7	O=C(NCC1CCCCC1)c1cnn(-c2ccccc2F)c1C(F)(F)F
-8	-4	0	0	-12	-15	0	0	Cc1ccnn1CCC(=O)N1C[C@@H](c2cc(F)cc(F)c2)[C@@]2(CCCCC(=O)N2)C1
5	-9	-10	-6	-79	-12	-70	-11	CCOc1ccc(NC(=O)CSCc2nc3sc4c(c3c(=O)[nH]2)CCCC4)cc1
54*	-4	-2	-13	7	-6	-13	-2	O=C(C1CCCN(S(=O)(=O)N2CCCCCC2)C1)N1CCN(c2ccccc2)CC1 (stereo not drawn)

# Compound profiles, as listed above.
# `COC(=O)c1ccc(NC(=O)/C=C/c2ccc(F)cc2)cc1` in the list: USP28 inh: 96*; USP7 inh: .; UCHL1 inh: 8; USP17 block: 86*; USP30 block: 90*; OTUD3 inh: 14; USP8 block: 96*; USP10 inh: 44*
# `Cn1nccc1C(=O)N1CCC2(CC1)Nc1cccnc1-n1cccc12` in the list: USP28 inh: 5; USP7 inh: -1; UCHL1 inh: -1; USP17 block: 2; USP30 block: -11; OTUD3 inh: 6; USP8 block: -5; USP10 inh: 0

# Following part:
USP28 inh	USP7 inh	UCHL1 inh	USP17 block	USP30 block	OTUD3 inh	USP8 block	USP10 inh	smiles
-17	-2	2	-14	-26	-9	-56	0	COc1ccc(-c2n[nH]c3c2CN(C(=O)/C=C/c2cc(OC)c(OC)c(OC)c2)CC3)cc1
-4	-7	-3	-88	-6	0	-10	-3	CC(C)CN1[C@H]2CCN(C(=O)c3cnccn3)CC[C@@H]2Oc2ccccc2S1(=O)=O
38*	8	2	50*	56*	32*	1	20	C[C@H]1[C@H](C)CCC23CC[C@]4(C)[C@@](C=CC5[C@@]6(C)CC[C@H](O)C(C)(C)[C@@H]6CC[C@]54C)(OC2=O)[C@H]13 (stereo partly drawn)
-12	.	-1	-5	-13	0	5	1	Clc1ccc(-n2nnnc2-c2cccnc2)c(Cl)c1
-1	-3	1	8	11	-1	-1	-4	Cn1cc(C(=O)N2CCC(Cc3ccccc3)CC2)c(=O)c2cc(S(=O)(=O)N3CCCC3)ccc21
-15	1	-3	-5	4	-7	-5	0	CC(=O)NC(Cc1ccccc1C)C(=O)NC1CCN(c2nc(C)cc(C)n2)CC1 (stereo not drawn)
-217	-3	0	.	i	-189	-177	-3	COc1cc(/C=C/C23NC(=O)CCN2c2ccc(C)cc2C3(C)C)ccc1OCc1ccc(C)cc1 (stereo not drawn)
-162	-28	-6	-100	-414	-124	-88	-5	CC(C)(c1ccccc1)c1nnc(-c2cnc3onc(C4CC4)c3c2)o1
34*	-2	1	14	-19	3	12	4	c1ccc(COc2ncnc3scc(-c4ccccc4)c23)cc1
11	2	2	10	23	12	20	1	Cc1cc2c(=O)n3c(nc2s1)CCN(C(=O)CC(C)n1nc(C)c(C)c1C)CC3 (stereo not drawn)
22	-31	-1	16	3	-1	20	-4	O=C(CCc1nnc2n(Cc3ccc(F)cc3)c(=O)c3ccccc3n12)NCCc1c[nH]c2ccccc12
4	3	3	9	1	5	21	0	Cc1noc(Cn2ccc3ccn(Cc4cccnc4)c3c2=O)n1
2	0	0	0	0	1	2	-1	Cc1ccccc1N1C(=O)Nc2ccccc2S1(=O)=O
5	-24	1	2	11	0	7	1	CCN1CCC2(CC1)OC(=O)C(C)=C2C(=O)NCc1ccc(Cl)cc1
19	0	-3	46*	2	13	-38	-1	Cc1cc(-c2cc3nc4c(c(=O)n3[nH]2)CN(Cc2ccc(C)o2)CC4)no1
-6	-118	1	-17	-6	1	-90	5	CC1(c2cccc(Br)c2)NC(=O)N(CC(=O)Nc2cc([N+](=O)[O-])ccc2F)C1=O (stereo not drawn)
-8	.	-5	-5	-7	-8	-3	-2	CN1CCOC(C)(C(=O)NCc2cccc(Cl)c2)C1 (stereo not drawn)
18	-44	7	-1	23	10	-19	10	Cc1ccc2c(c1)CCCN2C(=O)c1c(C)nn(Cc2ccccc2)c1C
-18	-1	-5	-10	-10	-9	-43	0	C=C(C)c1cccc(C(C)(C)NC(=O)N2CCN(c3ccccc3)CC2)c1
-5	-7	2	-4	-2	7	1	2	Cc1cccc(C(=O)N2CCC[C@@]3(C[C@@H](Oc4cccc(F)c4)CO3)C2)n1
7	6	1	5	31*	7	29	4	Cc1nccnc1CCC1COCCN1C(=O)c1ccc2n[nH]nc2c1 (stereo not drawn)
6	3	1	0	23	7	-19	-2	O=S(=O)(c1cc(F)cc(F)c1)N1CCN(c2cc(-c3ccncc3)[nH]n2)CC1
-10	8	-2	-8	-4	-7	2	-2	COc1cccc(CN2CCC3(Cc4ccccc4CNC3=O)C2)c1 (stereo not drawn)
.	0	0	0	.	-3	2	-1	CCN1C[C@H]2CCN(C(=O)c3cnc(C)cn3)CC[C@H]2S1(=O)=O
3	-6	1	18	30	0	9	-2	Cc1ccc(-n2ccc(=O)c(-c3nc(-c4ccccc4F)no3)n2)cc1

USP28 inh	USP7 inh	UCHL1 inh	USP17 block	USP30 block	OTUD3 inh	USP8 block	USP10 inh	smiles
1	-3	-2	-8	-28	-15	68*	-8	COc1ccc(-c2cc(-c3nnc(COC(=O)c4cccc([N+](=O)[O-])c4C)o3)c3ccccc3n2)cc1OC
-1	-3	0	-6	-7	-5	-11	0	CCCc1noc(-c2cccnc2N2CCCN(C(=O)C3CCC3)CC2)n1
5	12	3	4	24	9	6	9	Cc1noc(COC2CCN(C(=O)c3ccccc3F)CC2)n1
7	6	1	-2	13	6	7	1	CSc1cccc(NC(=O)N2CCC(c3cc4n(n3)CCCNC4=O)CC2)c1
10	8	1	-20	-6	8	10	0	Nc1nc2ccc(OCC(=O)O)cc2s1
13	4	5	-2	23	7	0	7	Cc1cccc(CCN(C(=O)c2ccco2)C(C(=O)NC2CCCC2)c2ccc(N3CCOCC3)cc2)c1 (stereo not drawn)
16	0	3	13	-24	23	22	1	CN1C[C@@H](NC(=O)Nc2cccc(F)c2)C[C@H]1c1nc(-c2ccc(F)cc2)no1
-17	-1	-1	-23	-21	-17	-54	-6	COc1ccc(N(CC(=O)N2CCN(c3ccccc3F)CC2)S(=O)(=O)c2c(C)nn(C)c2C)cc1
0	2	3	2	8	7	4	2	CC(C)Oc1ccccc1C1(c2ccccc2)NC(=O)NC1=O (stereo not drawn)
0	3	-4	18	53*	-4	0	-3	COc1ccc(C(=O)CSc2nnc(-c3cc4cccc(OC)c4o3)n2C)cc1OC
-16	-7	0	-11	-10	-5	-13	0	CC(C)(C)OC(=O)N1CCC(Cc2cncc(-c3cn[nH]c3)n2)C1 (stereo not drawn)
4	4	2	-4	7	3	-2	-3	Cc1[nH]c2ccc(C(=O)N3C[C@@H](O)[C@H](N4CCCC4)C3)cc2c1C
-3	5	2	15	8	9	-33	21	Cc1c(-c2ccccc2)sc(NC(=O)c2cccc([N+](=O)[O-])c2)c1C#N
4	9	2	8	8	1	9	2	Cc1ccc(Nc2cc(C)nc(N3CCN(C(=O)CCC4CCCCC4)CC3)n2)cc1
23	3	1	13	20	15	18	2	COc1cc(OC)cc(C(=O)N2CCc3c(c(-c4nnc(SC)n4C)nn3C)C2)c1
-1	3	3	5	11	2	12	0	O=C(Nc1ccc(F)cc1)c1ccc2c(c1)nnn2CCN1CCOCC1
7	0	0	11	4	8	11	-1	COc1ccc(CN(C(=O)c2cc3ccccc3oc2=O)c2ccccn2)cc1OC
14	10	6	19	30	9	3	11	Cc1ccc(N(Cc2ccc3c(c2)OCO3)C(=O)c2cccs2)cc1
0	-15	-2	-4	-5	-3	0	-2	CC(=O)N1CCc2nc(-c3cccnc3)nc(N3CCCCC3)c2C1
59*	-12	3	14	21	19	15	8	COc1ccc(NC(=O)c2nnn(-c3cccc(C)c3)c2C)cc1
1	-75	-2	4	1	3	-4	0	CCCNC(=O)c1nc(-c2cn(-c3ccc(Cl)cc3)nc2C)no1
7	5	5	20	17	12	16	0	Cc1ccc(N(Cc2ccc(C(=O)Nc3cc(Cl)ccc3C)cc2)S(C)(=O)=O)cc1C
-2	-20	2	-7	1	-4	2	5	O=C(Nc1c2c(nn1-c1cccc(Cl)c1)CS(=O)(=O)C2)c1ccc(Cl)cc1
-30	-23	-7	-41	-86	-27	-18	-7	CCn1c(=O)n(CC(=O)N2CCCCCC2)c(=O)c2cnc(-c3ccccc3)nc21
-1	-1	-2	0	-12	-9	0	-1	CN(C(=O)c1ccc(S(=O)(=O)N(C)C)cc1)c1ccc2ccccc2c1

USP28 inh	USP7 inh	UCHL1 inh	USP17 block	USP30 block	OTUD3 inh	USP8 block	USP10 inh	smiles
22	-5	0	-7	3	-1	1	0	Cc1cc(-c2cnc(NCc3ccccc3F)nc2[C@@H]2CCCO2)on1
-29	0	-3	-27	-46	-13	-59	-2	CCN1CCOCC2(CCCN(C(=O)c3ccc4ccccc4n3)C2)C1 (stereo not drawn)
-7	2	-1	-32	-9	-5	-4	-1	Clc1cccc(-n2cc(-c3noc(-c4ccncc4)n3)nn2)c1
-18	-10	-6	-12	-52	-11	-27	-7	CCc1cccc(NC(=O)Cn2cccc(S(=O)(=O)N3CCCC3)c2=O)c1
47*	9	10	-31	-6	-3	-185	7	COc1cc2ncc(S(=O)(=O)c3ccc(C)cc3)c(Nc3ccc(F)cc3)c2cc1OC

# Screening data: PubChem, Dana-Farber Cancer Institute and Novartis Institutes for BioMedical Research (Cambridge, Mass)
